Source: PubChem BioAssay
pPAFAH FP inh: pPAFAH (human) enzyme inhibition; Q13093; recombinant pPAFAH, FP-rhodamine probe fluorescence polarization; inhibition, % at 3.39 µM; hit rate 1.5% among 330,000;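 active = inhibition above the mean inhibition across the screen plus 3 SD, cut at about 25% in these data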;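 note: inhibitors block binding of the rhodamine activity-based probe so polarization drops; 0% = enzyme with DMSO and 100% = wells lacking pPAFAH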
PAFAH1B2 inh: PAFAH1B2 (human) inhibition | inhibition, % at 3.39 µM | hit rate 1.2% among 340,000 | recombinant PAFAH1B2, FP-rhodamine activity probe, fluorescence polarization;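 active = inhibition above the mean of all tested compounds plus 3 SD, cut at about 24% in these data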;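 note: 0% = enzyme with DMSO and 100% = wells lacking PAFAH1B2; many of its hits are not listed in these tables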
PAD4 FP inh: blocks human protein arginine deiminase 4 | Q9UM07 | recombinant PAD4, RCA probe fluorescence polarization | inhibition, % at 6.36 µM | hit rate 0.41% among 330,000;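 active = percent inhibition above a cutoff equal to the mean of all tested compounds plus 3 SD, cut at about 15% in these data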;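 note: 0% = PAD4 with RCA probe and DMSO and 100% = probe without PAD4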
LYPLA1 counter: blocks human lysophospholipase 1, a PME1 counter-screen; O75608; recombinant LYPLA1, FP-Rh probe fluorescence polarization; inhibition, % at 5.9 µM; hit rate 0.16% among 320,000;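 active = inhibition above the mean of all tested compounds plus 3 SD, set per campaign, cut at about 14% in these data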;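 note: inhibitors block serine hydrolase probe labeling of LYPLA1 so polarization falls; 0% = enzyme with DMSO and 100% = wells lacking LYPLA1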
PME-1 primary: PME-1 (human) inhibition; Q9Y570; hit rate 0.53% among 320,000; recombinant PME-1, FP-Rh probe fluorescence polarization; inhibition, % at 5.9 µM;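 active = inhibition above the campaign mean of all compounds plus 3 SD, cut at about 26% in these data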;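 note: competitive labeling of PME-1 active site by serine hydrolase directed probe; 0% = PME-1 with DMSO and 100% = wells lacking PME-1 enzyme; inhibitors block probe labeling so polarization falls and inhibition rises; many of its hits are not listed in these tables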
LYPLA2 counter: LYPLA2 (human) inhibition in PME1 counter-screen. O95372. recombinant LYPLA2, FP-Rh probe fluorescence polarization. inhibition, % at 5.9 µM. hit rate 0.38% among 320,000. AID 2177;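 active = inhibition above the screen-wide mean plus 3 SD, limit set per campaign, cut at about 26% in these data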;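 note: 0% = LYPLA2 with DMSO and 100% = wells lacking LYPLA2 enzyme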
PREPL inhibitor: inhibitors of human prolyl oligopeptidase-like enzyme PREPL; recombinant PREPL, fluorescence polarization activity-based probe; inhibition, % at 5.96 µM; hit rate 0.68% among 320,000; AID 2751; in the data active = inhibition above about 43%;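 note: 0% = enzyme with DMSO and 100% = wells lacking enzyme; many of its hits are not listed in these tables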
Target sequence (Q4J6C6 whole entry, looked up): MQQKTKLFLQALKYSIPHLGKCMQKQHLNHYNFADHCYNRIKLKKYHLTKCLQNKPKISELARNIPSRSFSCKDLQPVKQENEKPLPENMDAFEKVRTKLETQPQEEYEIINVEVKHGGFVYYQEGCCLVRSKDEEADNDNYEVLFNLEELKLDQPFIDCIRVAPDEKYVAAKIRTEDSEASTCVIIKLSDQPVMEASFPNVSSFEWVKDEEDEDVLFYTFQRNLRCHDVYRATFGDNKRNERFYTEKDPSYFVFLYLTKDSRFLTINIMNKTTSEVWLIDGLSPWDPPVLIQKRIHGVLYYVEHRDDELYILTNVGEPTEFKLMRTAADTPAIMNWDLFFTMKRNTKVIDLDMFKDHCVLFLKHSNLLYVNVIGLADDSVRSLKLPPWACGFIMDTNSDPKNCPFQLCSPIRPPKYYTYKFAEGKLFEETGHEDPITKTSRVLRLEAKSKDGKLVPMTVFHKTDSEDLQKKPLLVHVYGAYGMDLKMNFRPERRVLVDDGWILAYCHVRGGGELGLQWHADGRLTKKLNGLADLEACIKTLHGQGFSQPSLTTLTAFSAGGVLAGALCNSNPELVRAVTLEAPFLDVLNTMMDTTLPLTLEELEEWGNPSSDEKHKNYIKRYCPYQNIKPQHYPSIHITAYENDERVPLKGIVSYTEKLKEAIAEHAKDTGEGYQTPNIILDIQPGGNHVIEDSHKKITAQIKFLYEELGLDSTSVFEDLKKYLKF
GSTO1 inh: counter-screen for RBBP9 inhibitors: inhibitors of human GSTO1; P78417; recombinant GSTO1, activity-based probe fluorescence polarization; inhibition, % at 5.96 µM; hit rate 1.1% among 300,000;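 active = inhibition above the campaign mean inhibition plus 3 SD, cut at about 35% in these data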;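 note: 0% = GSTO1-1 with DMSO and 100% = wells lacking GSTO1-1 enzyme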
PAFAH1B3 inh: blocks human PAF acetylhydrolase 1B catalytic subunit 3 | Q15102 | recombinant PAFAH1B3, FP-rhodamine probe, fluorescence polarization | inhibition, % at 3.39 µM | hit rate 0.28% among 340,000 | AID 492972;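 active = inhibition above the screen-wide average of all tested compounds plus 3 SD, cut at about 25% in these data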;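 note: 0% = enzyme with DMSO only and 100% = wells lacking PAFAH1B3 protein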
Target sequence (Q15102 whole entry, looked up): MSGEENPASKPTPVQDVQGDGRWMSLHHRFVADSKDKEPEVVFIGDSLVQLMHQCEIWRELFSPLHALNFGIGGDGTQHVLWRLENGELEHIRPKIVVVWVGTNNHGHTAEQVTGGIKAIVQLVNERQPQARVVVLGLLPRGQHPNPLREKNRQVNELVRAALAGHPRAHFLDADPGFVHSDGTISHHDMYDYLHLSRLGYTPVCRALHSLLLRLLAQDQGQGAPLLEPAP
Active calls of the source: *; x = no result given.

SMILES	pPAFAH FP inh	PAFAH1B2 inh	PAD4 FP inh	LYPLA1 counter	PME-1 primary	LYPLA2 counter	PREPL inhibitor	GSTO1 inh	PAFAH1B3 inh
CCCn1c(N)c(C(=O)COC(=O)CCNS(=O)(=O)c2ccccc2F)c(=O)[nH]c1=O	10.8	2.1	2.5	-4.0	-8.3	-5.6	5.4	6.6	5.5
Cc1ccc(C)c(OCc2cc(C(=O)N3CCNC(=O)C3)no2)c1	3.8	-5.6	-3.4	4.1	0.2	9.3	25.4	-4.7	8.0
COC(=O)c1cc(NCc2ccc3c(c2)OCO3)ccc1N1CCOCC1	0.8	1.5	0.7	-1.0	1.1	-0.8	31.4	4.7	-3.6
CCN(CC)S(=O)(=O)c1ccc(Cl)c(NC2=NCCCCC2)c1	2.2	4.3	3.1	-1.8	1.6	9.3	14.2	16.1	3.2
O=C(COC(=O)Cc1ccc(S(=O)(=O)N2CCOCC2)s1)NCCc1ccccc1	9.9	-0.2	-4.7	0.0	5.7	-2.1	13.4	1.6	7.5
O=C1C2CCCN2C(=S)N1Cc1ccccc1 (configuration not stated)	2.5	-1.0	-4.0	-0.6	-7.0	-2.5	-3.9	-1.2	-2.8
CCC(Oc1ccccc1)C(=O)Nc1nnc(S(=O)(=O)N2CCCC2)s1 (configuration not stated)	-1.7	8.0	-2.0	1.6	3.8	0.1	-0.9	-23.9	9.5
Cc1cc2c(c(=O)o1)C(C13C=CC(CC1)C3)C(C#N)=C(N)O2 (configuration not stated)	5.9	8.6	-2.3	-0.1	-2.2	-0.2	-1.0	5.3	5.1
COc1cn(-c2ccccc2)nc1C(=O)Nc1ccccc1	1.9	1.8	1.1	-1.1	-11.9	-0.5	0.5	-4.9	6.3
COc1cc(C2CC(=O)Nc3c2c(=O)nc2c(C)cccn32)cc(OC)c1OC (configuration not stated)	-2.0	1.3	-4.0	1.3	-0.8	1.4	0.6	3.6	7.3
Cc1ccc(C(=O)Nc2nc(-c3ccc(F)cc3)cs2)o1	-8.6	1.6	-8.6	-6.6	-5.4	-8.6	-1.6	-2.2	14.7
BrC(=C\c1ccccc1)/C=N/Nc1nc(N2CCOCC2)nc(N2CCOCC2)n1	2.4	-5.1	0.9	1.6	4.8	-1.4	12.9	9.9	-5.6
CCC(C)N(C)Cc1cccc(C2(O)CCN(S(=O)(=O)c3ccc(F)c(C)c3)CC2)c1 (configuration not stated)	2.2	0.4	-3.5	-2.7	4.8	3.1	2.6	7.4	-7.1
Cc1ccc(Cl)cc1NC(=S)N(CCCN1CCN(C)CC1)Cc1ccco1	-3.3	-1.7	0.0	0.8	3.6	3.4	12.4	2.1	6.0
C=CCc1c(C)nc(SCc2nc3ccccc3c(=O)[nH]2)[nH]c1=O	-6.4	-1.0	9.2	-3.2	0.3	-8.7	4.1	-4.7	8.2
NC(=S)Nc1ncc(CCN2CCOCC2)c(-c2ccc(F)cc2)n1	5.1	0.5	0.4	-2.3	1.1	3.1	13.1	2.7	0.5
CNc1nc(Cl)c(SC)c(N2CCOCC2)n1	3.1	6.0	0.6	-4.6	-5.1	-2.4	3.8	2.9	10.4
Cn1c(CC(=O)Nc2ccc(F)cc2)c(Sc2ccccc2)c2ccccc21	2.8	2.9	-4.6	0.1	9.9	-3.6	30.4	3.3	7.3
CC(C)(CN1CCN(C(c2ccccc2)c2ccccc2)CC1)NS(=O)(=O)c1ccccc1	-0.7	-3.0	-2.1	1.2	-3.8	0.2	-0.6	-11.7	-1.8
COc1ccc(C(=O)N/C(=C\c2cn(S(=O)(=O)N(C)C)c3ccccc23)C(=O)NCCN2CCOCC2)cc1OC	0.9	-0.5	3.6	0.5	-1.0	-3.4	-2.3	7.2	-0.1
CCOCC(=O)Nc1nc2ccc(OC)cc2s1	2.1	-4.6	-0.1	5.1	-4.3	8.2	5.2	19.8	4.8
O=C(O)CCc1nc(-c2ccccc2)c(-c2ccccc2)o1	7.8	x	-3.9	-2.2	-4.3	-1.5	-2.2	-4.2	x
CC(C)c1ccc(OCC(=O)Nc2ccncc2)cc1	-1.6	4.3	0.9	-4.1	-143.3	-0.2	3.9	0.7	11.1
O=C(c1ccccc1)c1ccc(OCC(O)CNC2CCCc3ccccc32)cc1 (configuration not stated)	3.4	4.7	-6.3	-3.5	-0.8	-4.6	-18.4	3.2	4.0
COc1ccccc1-c1noc(-c2ccco2)n1	3.2	-4.3	0.7	2.9	-4.0	4.0	12.4	-3.3	1.4

(cont.)
SMILES	pPAFAH FP inh	PAFAH1B2 inh	PAD4 FP inh	LYPLA1 counter	PME-1 primary	LYPLA2 counter	PREPL inhibitor	GSTO1 inh	PAFAH1B3 inh
Cc1ccc(CC2CC(=O)N(CC(=O)O)C2=O)cc1 (configuration not stated)	1.8	3.4	-0.2	-1.1	-5.2	3.7	5.4	9.9	0.0
CC(C)CC(OC(=O)c1nsc(Cl)c1Cl)C(=O)NC1CCCC1 (configuration not stated)	2.5	0.0	-1.3	1.7	4.7	-0.6	6.9	3.6	0.3
CCOC(=O)Cc1csc(NC(=O)CN2C(=O)c3ccccc3S2(=O)=O)n1	2.0	1.8	-1.6	0.8	2.9	6.0	-11.6	1.7	8.6
Cc1cc(SCC(=O)N/N=C/c2ccco2)nc2ccccc12	7.1	x	1.1	-2.0	1.0	-2.2	-6.6	-10.8	x
Cc1ccc(-c2nc(Nc3ccc(O)cc3)c3ccccc3n2)cc1	25.6*	1.6	-6.8	-5.5	41.3*	9.1	18.2	-11.2	22.2
CCC(C)(C)n1nnnc1C(c1ccc(OC)c(OC)c1)N1CCN(c2ccc(F)cc2)CC1 (configuration not stated)	3.4	7.2	0.2	1.1	1.9	1.8	-0.1	5.9	2.8
O=C(Nc1ccccn1)c1cccc(S(=O)(=O)N2CCc3ccccc3C2)c1	3.2	0.8	-2.8	0.2	-1.8	2.6	-18.8	7.4	0.3
O=C(c1ccc(Br)s1)N1CCN(S(=O)(=O)c2ccccc2)CC1	-0.8	0.7	-7.0	-5.8	4.8	2.3	-11.6	2.2	5.7
O=C(NCc1ccncc1)c1cccc(S(=O)(=O)NCc2ccccc2)c1	-1.1	10.4	-2.1	0.6	3.0	-0.7	-0.2	4.9	10.2
COc1ccc(/C=N/n2c(C)nnc2C)c(OC)c1OC	2.3	2.9	-4.1	0.8	5.8	9.6	-3.1	-2.5	2.8
CCOC(=O)C(C)Sc1nc2ccccc2c(=O)n1CC1CCCCC1 (configuration not stated)	2.3	-2.4	0.6	-0.1	0.3	2.1	19.4	-1.5	-0.1
Cn1ccnc1SCc1cccc([N+](=O)[O-])c1	3.2	4.4	-2.5	-0.3	4.3	-1.9	-1.5	-4.6	6.2
COc1ccc(NC(=O)c2cc(-c3ccc(C)o3)nc3ccccc23)cc1	11.4	-1.7	-3.0	-5.6	-3.0	-5.2	8.6	2.2	-0.4
Cc1nc(Nc2nc3ccccc3o2)nc(C)c1C	1.1	-0.7	-4.5	-0.5	-7.0	7.0	-4.7	2.3	10.6
COc1cc(/C=C/c2c([N+](=O)[O-])c(=O)n(C)c(=O)n2C)cc(OC)c1OC	2.3	5.9	-1.4	3.1	-0.8	3.0	8.1	4.0	-4.5
CCCN1CCN(C(=O)C2CCN(c3ncnc4c3nc3n4CCCCC3)CC2)CC1	1.0	1.4	2.2	-3.3	-3.9	-2.9	4.5	0.6	4.1
CC(Sc1nnnn1C1CC1)C(=O)N1c2ccccc2NC(=O)C1(C)C (configuration not stated)	-2.2	4.5	-8.4	x	x	x	18.1	x	12.8
CC(=O)N1c2ccc(S(=O)(=O)N3CCCC3)cc2CC1C(=O)NC(C)C (configuration not stated)	3.4	-3.1	-1.3	-2.0	-2.8	5.6	16.6	0.3	0.9
Cc1c(NC(=S)N/N=C/c2cccc(O)c2)c(=O)n(-c2ccccc2)n1C	-1.1	0.2	5.5	-3.1	3.7	-3.2	3.4	3.5	-6.0
O=C(CCCSc1nnc(Nc2ccccc2F)s1)N1CCOCC1	3.4	-1.8	0.9	-0.8	-2.0	5.5	10.6	5.4	-1.5
CCN(CC)S(=O)(=O)c1cccc(S(=O)(=O)N2CCCCC2)c1	3.0	2.5	-2.5	2.7	0.5	6.3	6.3	0.2	2.3
O=C(NCc1ccco1)/C(=C\c1ccco1)NC(=O)c1ccco1	2.0	6.3	-0.4	5.7	-0.9	15.2	16.5	2.8	4.8
CCOC(=O)C1C(C)N=C2SCC(=O)N2C1c1cccc(Br)c1 (configuration not stated)	2.0	-4.5	-19.7	-5.6	-7.5	0.7	-22.9	-16.5	-2.5
CCc1ccc2nc(Nc3ccc(OC)cc3OC)c(C#N)cc2c1	-1.0	x	-2.1	-0.1	-0.6	5.3	1.3	6.0	x
COc1cc2c(cc1OC)[C@H](Cc1ccc(O)cc1)NCC2	-4.6	-4.6	-14.0	-3.8	-5.9	2.8	-9.8	3.4	15.5

(more compounds)
SMILES	pPAFAH FP inh	PAFAH1B2 inh	PAD4 FP inh	LYPLA1 counter	PME-1 primary	LYPLA2 counter	PREPL inhibitor	GSTO1 inh	PAFAH1B3 inh
Cc1cc(C)nc(/N=C2\NC(=O)CC(C(=O)O)N2c2ccc(Cl)cc2Cl)n1 (configuration not stated)	5.8	7.0	-2.2	1.9	2.3	4.1	-1.7	-4.1	1.8
CCOc1ccccc1N1CCN(C(=O)CSc2ccc3c(c2)OCCO3)CC1	-0.5	4.4	0.4	-2.8	-3.0	-1.1	9.9	x	8.4
CCn1c(SCC(=O)NCc2ccc3c(c2)OCO3)nnc1-c1c[nH]c2ccccc12	-0.7	2.8	-0.8	3.3	-4.1	-0.5	-4.6	1.4	-4.3
COc1ccc2[nH]cc(C(O)CN3CCC(C(N)=O)CC3)c2c1 (configuration not stated)	3.7	0.5	-1.1	1.4	-0.5	7.0	6.1	5.9	-9.7
COCCN1C(=O)c2oc3ccccc3c(=O)c2C1c1ccc(OC)c(OC)c1 (configuration not stated)	-1.1	5.4	-2.5	1.7	0.3	1.9	-3.0	-4.7	7.3
CN(Cc1cccnc1)C(=O)CNC(=O)c1ccc(Cl)cc1Cl	0.2	-3.0	-5.9	-1.4	3.4	-1.6	20.4	9.4	0.5
COCc1cc(=O)[nH]c2cc(NC(=O)C3CC3)c(C)cc12	1.5	5.7	0.8	-0.5	-0.6	-3.6	-3.6	3.5	19.4
O=C(CSc1nnc(-c2ccccc2F)n1C1CC1)Nc1cccnc1Cl	2.3	1.3	1.3	1.5	2.8	2.4	-1.1	5.6	-0.2
O=C(O)c1ccc(/C=N/NC(=O)c2ccc(F)cc2)cc1	4.0	4.1	-0.2	1.1	-5.0	0.9	5.2	9.3	-2.0
COc1ccccc1NC(=O)CSc1ccc(-c2ccccn2)nn1	3.5	2.3	-0.8	-0.3	6.8	-0.8	28.6	-4.3	2.9
O=C(COC(=O)/C=C/c1ccco1)Nc1cccc([N+](=O)[O-])c1	6.7	3.5	-3.1	2.7	0.4	13.2	2.1	-3.1	10.5
C=CCOc1c(CNn2nnnc2N)cccc1OC	1.5	-2.5	0.2	-3.2	0.7	5.7	-1.6	0.6	8.1
CCc1ccc(S(=O)(=O)c2ccc(-n3nc(C)cc3N)cc2)cc1	2.9	1.4	4.0	1.0	5.6	2.6	8.2	0.9	-1.2
COC(=O)[C@@]12CCCCN1[C@H](c1ccc(-c3ccc(C(C)=O)cc3)cc1)[C@H]1C(=O)N(C)C(=O)[C@H]12	5.2	-2.5	0.9	0.6	-1.6	3.4	-5.7	-1.4	-0.5
Cc1nc(N)c(C#N)c(-c2ccccc2)c1C	-2.2	2.9	1.5	-1.4	-6.0	-3.1	-4.2	21.3	4.3

Some of the compounds tested (hit frequency here may not be typical).
